UHRF1 MBD2 ctr – human UHRF1 methylated DNA binding inhibitors; Q96T88; UHRF1 binding to methylated oligo, TR-FRET; inhibition, % at 4.4 µM; hit rate 0.75% among 370,000; AID 687016; in the data active means inhibition above about 21%;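 further: UHRF1 SRA domain binding a hemimethylated CpG hairpin DNA probe; 0% = median of test compound wells and 100% = reference inhibitor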
DDE Tn6 FP inh – disrupts Tn6 cyclic peptide binding to fibrin D-Dimer-E complex | hit rate 0.21% among 370,000 | Fibrin DD(E) TRITC-Tn6 fluorescence polarization displacement | P02675 | inhibition, % at 8.3 µM;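 active means inhibition above a per-campaign cutoff: mean of compounds within control limits plus 3 SD, cut at about 15% in these data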;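 further: 0% = median of all compound wells on the plate and 100% = blocking peptide control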
MBD2 inh – inhibitors of human MBD2 binding to methylated oligonucleotide; Q9UBB5; TR-FRET; inhibition, % at 4.4 µM; hit rate 0.31% among 370,000; AID 686964; in the data active means inhibition above about 13%
Target sequence (Q9UBB5 whole entry, looked up): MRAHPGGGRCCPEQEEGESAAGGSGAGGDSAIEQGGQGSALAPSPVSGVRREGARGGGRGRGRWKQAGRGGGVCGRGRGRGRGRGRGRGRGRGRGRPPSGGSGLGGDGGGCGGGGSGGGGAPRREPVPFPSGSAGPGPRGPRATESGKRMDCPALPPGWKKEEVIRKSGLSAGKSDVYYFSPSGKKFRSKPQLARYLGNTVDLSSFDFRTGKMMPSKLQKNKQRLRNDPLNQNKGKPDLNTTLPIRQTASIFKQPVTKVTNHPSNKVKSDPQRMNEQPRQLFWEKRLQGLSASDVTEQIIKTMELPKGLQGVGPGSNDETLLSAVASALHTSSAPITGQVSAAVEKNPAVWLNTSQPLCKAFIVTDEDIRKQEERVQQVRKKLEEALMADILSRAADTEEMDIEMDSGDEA
SIAE inh – blocks human sialic acid acetylesterase; Q9HAT2; SIAE FP-Rh probe binding, fluorescence polarization; inhibition, % at 9.66 µM; hit rate 0.69% among 370,000; AID 1053197;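 active means inhibition above a cutoff: mean of compounds within the control limits plus 3 SD of those, cut at about 17% in these data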;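 further: 0% = plate median of compound wells and 100% = probe without SIAE protein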
KLK7 zymogen act – proKLK7 (human) activation, primary screen. activation, % at 7 µM. purified proKLK7, EDANS-DABCYL substrate fluorescence; 100% is mature enzyme control, 0% vehicle. P49862. hit rate 0.9% among 370,000;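 active means activation above the mean of all tested compounds plus 3 SD, computed per campaign excluding outliers beyond control limits, cut at about 13% in these data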
Target sequence (P49862 whole entry, looked up): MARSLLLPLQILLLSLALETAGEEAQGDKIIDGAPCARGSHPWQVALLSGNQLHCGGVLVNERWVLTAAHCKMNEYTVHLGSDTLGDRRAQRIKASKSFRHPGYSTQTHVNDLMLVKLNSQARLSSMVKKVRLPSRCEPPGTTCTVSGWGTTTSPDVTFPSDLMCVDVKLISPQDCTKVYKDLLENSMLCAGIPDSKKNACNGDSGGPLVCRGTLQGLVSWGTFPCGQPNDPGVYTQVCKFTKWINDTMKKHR
TCR CD3 inh – human TCR-CD3 binding inhibition | TAMRA-labeled TCR probe fluorescence, biochemical | inhibition, % at 9.4 µM | hit rate 0.37% among 360,000 | AID 651800; in the data active means inhibition above about 19%;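 further: recombinant mutant TCR 2C K166C tagged with TAMRA read by polarization; 0% = receptor in buffer alone and 100% = receptor with positive control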
Tn7 DDE FP – disrupts Tn7 cyclic peptide binding to fibrin D-Dimer-E complex; inhibition, % at 8.3 µM; P02675; FP displacement of FITC-Tn7 peptide from fibrin DD(E); 0% = median of compound wells per plate; AID 720508; hit rate 0.13% among 370,000;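 active means inhibition above the mean of compounds falling within the control limits plus 3 SD of them, cut at about 14% in these data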;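 further: 0% = plate median of compound wells and 100% = 10 µM Aha-Tn7 peptide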
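System: human fibrin DD(E); quantity: Fibrin-DD(E) at 2 µM final; also added: fluorescent Tn7 probe at 0.1 µM; compound dosing: single nominal test concentration of 8.3 µM per compound; schedule: 10 min preincubation, 3 h with tracer, room temperature; detection: fluorescence polarization of the labelled Tn7 tracer; repeats: one replicate per compound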
TDP2 inh – blocks human TDP2 phosphodiesterase activity; O95551; recombinant TDP2, T5PNP hydrolysis, p-nitrophenol absorbance 415 nm; inhibition, % at 12.8 µM; hit rate 0.34% among 370,000; AID 720702;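 active means inhibition above the mean of all tested compounds plus 3 SD, set per campaign, cut at about 25% in these data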;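 further: 0% = DMSO with enzyme and 100% = buffer with substrate but no TDP2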
Target sequence (O95551 whole entry, looked up): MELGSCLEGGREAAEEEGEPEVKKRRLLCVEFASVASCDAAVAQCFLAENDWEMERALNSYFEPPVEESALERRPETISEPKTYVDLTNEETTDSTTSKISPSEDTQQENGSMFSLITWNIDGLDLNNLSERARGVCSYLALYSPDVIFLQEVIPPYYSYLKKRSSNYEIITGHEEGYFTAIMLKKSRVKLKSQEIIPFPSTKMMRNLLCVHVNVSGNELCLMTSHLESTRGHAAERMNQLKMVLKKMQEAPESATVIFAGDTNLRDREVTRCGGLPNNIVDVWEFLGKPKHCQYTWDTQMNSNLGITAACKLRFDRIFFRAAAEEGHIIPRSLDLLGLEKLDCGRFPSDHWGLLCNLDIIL
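Test system: Human TDP2 enzyme | Reagent: 5 mM T5PNP | Compound dosing: 12.8 µM single point, 1% DMSO | Incubation: Enzyme reaction with compound for 2 h at 37 °C | Technique: p-Nitrophenol epi absorbance | Read-out: % inhibition relative to enzyme-containing and enzyme-free wells | Benchmarks: High control without enzyme, low control DMSO plus TDP2 | Replicates: Singlicate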
PRMT1 inh – blocks human protein arginine methyltransferase 1 | hit rate 1.3% among 370,000 | inhibition, % at 2.79 µM | AID 652257 | Q99873 | recombinant PRMT1, activity-based probe fluorescence polarization;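 active means inhibition above about 21% made by adding two undisclosed values, limit read from the data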
LEDGF integ inh – blocks HIV-1 LEDGF/p75-dependent DNA integration; AID 743269; TR-FRET IN-LEDGF/p75 DNA integration, Eu/Cy5; hit rate 0.64% among 370,000; inhibition, % at 3.7 µM;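 active means inhibition above the screen-wide mean plus 3 SD, cut at about 13% in these data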;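 further: signal is the Cy5 over europium emission ratio at 671 and 618 nm; 0% = plate median of compound wells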
Active calls of the source: *.

`COc1ccc(CC(=O)NCC2CCCN(Cc3cc(OC)cc(OC)c3)C2)cc1` (stereo not given) gave UHRF1 MBD2 ctr 4, DDE Tn6 FP inh 0, MBD2 inh -1, SIAE inh -10, KLK7 zymogen act -0.6, TCR CD3 inh 5, Tn7 DDE FP -2, TDP2 inh -19, PRMT1 inh -3 and LEDGF integ inh 4.
COc1cccc(-c2cc3nc(-c4ccccc4)cc(=O)n3[nH]2)c1 was read as UHRF1 MBD2 ctr -1, DDE Tn6 FP inh 4, MBD2 inh -5, SIAE inh -6, KLK7 zymogen act -42, TCR CD3 inh 7, Tn7 DDE FP 0, TDP2 inh 11, PRMT1 inh 1 and LEDGF integ inh -1.
COC(=O)c1ccc2nc(C3CCCCC3)c(Cc3ccccc3)n2c1 was read as UHRF1 MBD2 ctr 20, DDE Tn6 FP inh 1, MBD2 inh 6, SIAE inh 3, KLK7 zymogen act -0.8, TCR CD3 inh -1, Tn7 DDE FP 1, TDP2 inh -2, PRMT1 inh 2 and LEDGF integ inh 7.
Cc1ccc(S(=O)(=O)NCc2ccc(C(=O)N3CCN(c4ccccn4)CC3)cc2)cc1 was read as UHRF1 MBD2 ctr -1, DDE Tn6 FP inh -7, MBD2 inh 1, SIAE inh -3, KLK7 zymogen act -0.2, TCR CD3 inh 4, Tn7 DDE FP 1, TDP2 inh -2, PRMT1 inh -5 and LEDGF integ inh 1.
`COC(=O)c1oc2ccccc2c1NC(=O)/C=C/C(=O)O` gave UHRF1 MBD2 ctr 2, DDE Tn6 FP inh 5, MBD2 inh 6, SIAE inh 2, KLK7 zymogen act 0.0, TCR CD3 inh 7, Tn7 DDE FP 1, TDP2 inh 0, PRMT1 inh 0 and LEDGF integ inh -8.
`Cc1cc(C)cc(N(CC(=O)O)S(=O)(=O)c2c(C)[nH]c(=O)[nH]c2=O)c1` gave UHRF1 MBD2 ctr 1, DDE Tn6 FP inh -3, MBD2 inh -5, SIAE inh 2, KLK7 zymogen act 0.4, TCR CD3 inh 8, Tn7 DDE FP 0, TDP2 inh 11, PRMT1 inh 2 and LEDGF integ inh 2.
CCCCCNCc1ccc(Cl)cc1 was read as UHRF1 MBD2 ctr -3, DDE Tn6 FP inh 3, MBD2 inh 0, SIAE inh -2, KLK7 zymogen act 0.6, TCR CD3 inh 3, Tn7 DDE FP 1, TDP2 inh -2, PRMT1 inh 1 and LEDGF integ inh 1.
N#CC1(c2ccccc2)CCCN1C(=O)c1ccc(Br)o1 (stereo not given) was read as UHRF1 MBD2 ctr -2, DDE Tn6 FP inh 5, MBD2 inh -5, SIAE inh 10, KLK7 zymogen act 1.4, TCR CD3 inh -4, Tn7 DDE FP 2, TDP2 inh -5, PRMT1 inh 0 and LEDGF integ inh 3.
For CC(=O)c1ccc(N2CCN(C(=O)c3ccc(NC4=NC5CS(=O)(=O)CC5S4)cc3)CC2)cc1 (stereo not given) the results were UHRF1 MBD2 ctr 1, DDE Tn6 FP inh -4, MBD2 inh 1, SIAE inh 2, KLK7 zymogen act 0.4, TCR CD3 inh 0, Tn7 DDE FP 1, TDP2 inh 1, PRMT1 inh -1 and LEDGF integ inh -3.
For O=S(=O)(c1cc(F)ccc1F)N1CCC2(CC1)OCCO2 the results were UHRF1 MBD2 ctr -1, DDE Tn6 FP inh 7, MBD2 inh -1, SIAE inh 6, KLK7 zymogen act -0.3, TCR CD3 inh 0, Tn7 DDE FP -8, TDP2 inh -4, PRMT1 inh -1 and LEDGF integ inh -1.
For COc1ccc(N2CCN(C(=O)CCNS(=O)(=O)c3ccc(Br)s3)CC2)cc1 the results were UHRF1 MBD2 ctr 1, DDE Tn6 FP inh 5, MBD2 inh 2, SIAE inh 2, KLK7 zymogen act -0.2, TCR CD3 inh 9, Tn7 DDE FP 6, TDP2 inh -3, PRMT1 inh 0 and LEDGF integ inh -2.
`Cc1[nH]nc2c1C(=O)CC(C)(C)C2` gave UHRF1 MBD2 ctr 2, DDE Tn6 FP inh -5, MBD2 inh -1, SIAE inh -2, KLK7 zymogen act 0.5, TCR CD3 inh -4, Tn7 DDE FP 1, TDP2 inh -5, PRMT1 inh 2 and LEDGF integ inh -1.
CCCCn1nnnc1SCC(=O)Nc1cccc(C)c1 was read as UHRF1 MBD2 ctr -3, DDE Tn6 FP inh 3, MBD2 inh 2, SIAE inh 1, KLK7 zymogen act -0.2, TCR CD3 inh 0, Tn7 DDE FP -2, TDP2 inh 4, PRMT1 inh 2 and LEDGF integ inh 0.
Screening Cc1ccccc1NC(=O)N(C)[C@H]1C[C@H]2c3[nH]c4c(-c5ccccc5)cccc4c3CCN2C(=O)[C@H]1[C@H](C)O returned UHRF1 MBD2 ctr 3, DDE Tn6 FP inh -4, MBD2 inh 2, SIAE inh 1, KLK7 zymogen act -2.0, TCR CD3 inh -6, Tn7 DDE FP -1, TDP2 inh -5, PRMT1 inh -3 and LEDGF integ inh 3.
For CC(NC(=O)COc1ccc(Br)cc1)C1CCCO1 (stereo not given) the results were UHRF1 MBD2 ctr 9, DDE Tn6 FP inh -1, MBD2 inh 1, SIAE inh 0, KLK7 zymogen act 0.0, TCR CD3 inh -6, Tn7 DDE FP 2, TDP2 inh -12, PRMT1 inh 8 and LEDGF integ inh -1.
`COC(CNC(=O)c1ccc2nc3ccccc3c(=O)n2c1)OC` gave UHRF1 MBD2 ctr -5, DDE Tn6 FP inh 7, MBD2 inh -2, SIAE inh 4, KLK7 zymogen act 28*, TCR CD3 inh 3, Tn7 DDE FP -2, TDP2 inh -12, PRMT1 inh -3 and LEDGF integ inh -3.
Screening O=S(=O)(NC1=NCCCCC1)c1ccc(Cl)cc1Cl returned UHRF1 MBD2 ctr 2, DDE Tn6 FP inh 4, MBD2 inh 1, SIAE inh 1, KLK7 zymogen act -0.2, TCR CD3 inh -2, Tn7 DDE FP -1, TDP2 inh -2, PRMT1 inh 2 and LEDGF integ inh -4.
Screening CC1CN(C2CCCCC2)C(=O)NC1=O (stereo not given) returned UHRF1 MBD2 ctr -1, DDE Tn6 FP inh 3, MBD2 inh -1, SIAE inh 1, KLK7 zymogen act -0.2, TCR CD3 inh -3, Tn7 DDE FP 2, TDP2 inh 2, PRMT1 inh 2 and LEDGF integ inh -2.
For Cc1ccc(C)c(CN2CCC(CNC(=O)C3CCCN(c4ncnc5c4nc4n5CCCCC4)C3)CC2)c1 (stereo not given) the results were UHRF1 MBD2 ctr 0, DDE Tn6 FP inh 3, MBD2 inh -1, SIAE inh 9, KLK7 zymogen act 1.3, TCR CD3 inh -2, Tn7 DDE FP -6, TDP2 inh 0, PRMT1 inh -5 and LEDGF integ inh 1.
For COc1ccc(Cl)cc1N1C(=NC(=O)C2CCCO2)SC2CS(=O)(=O)CC21 (stereo not given) the results were UHRF1 MBD2 ctr 8, DDE Tn6 FP inh 0, MBD2 inh 2, SIAE inh -4, KLK7 zymogen act -0.1, TCR CD3 inh -5, Tn7 DDE FP -2, TDP2 inh -11, PRMT1 inh -1 and LEDGF integ inh 4.
Screening COc1cc(C2C=C(Nc3ccccc3)C(=O)N2c2ccccc2)ccc1O (stereo not given) returned UHRF1 MBD2 ctr -2, DDE Tn6 FP inh -3, MBD2 inh 0, SIAE inh 4, KLK7 zymogen act -2.7, TCR CD3 inh -3, Tn7 DDE FP 5, TDP2 inh 2, PRMT1 inh 15 and LEDGF integ inh 4.
O=C(NNc1ccc(Cl)cc1)C1CCC1 was read as UHRF1 MBD2 ctr 3, DDE Tn6 FP inh 4, MBD2 inh -1, SIAE inh 1, KLK7 zymogen act 0.1, TCR CD3 inh -8, Tn7 DDE FP -2, TDP2 inh 1, PRMT1 inh 7 and LEDGF integ inh -5.
`CCOC(=O)C1=C(COc2ccccc2)NC(=O)NC1c1ccc2ccccc2c1` (stereo not given) gave UHRF1 MBD2 ctr -2, DDE Tn6 FP inh -4, MBD2 inh 0, SIAE inh 4, KLK7 zymogen act 0.1, TCR CD3 inh -2, Tn7 DDE FP -1, TDP2 inh 6, PRMT1 inh -3 and LEDGF integ inh -2.
For Cc1ccc(NC(=O)COC(=O)c2ccc(Br)o2)cc1S(=O)(=O)N1CCCCC1 the results were UHRF1 MBD2 ctr 0, DDE Tn6 FP inh 2, MBD2 inh -8, SIAE inh -18, KLK7 zymogen act 1.1, TCR CD3 inh 5, Tn7 DDE FP 3, TDP2 inh 5, PRMT1 inh -1 and LEDGF integ inh 2.
CCOc1ccc2c(c1)OC(c1ccc(OC)cc1)(C(F)(F)F)NC2=O (stereo not given) was read as UHRF1 MBD2 ctr 5, DDE Tn6 FP inh -8, MBD2 inh 0, SIAE inh -5, KLK7 zymogen act 0.3, TCR CD3 inh 0, Tn7 DDE FP -4, TDP2 inh -4, PRMT1 inh 0 and LEDGF integ inh -2.
Screening O=C(O)C1C2CCC(C2)C1C(=O)NCCc1ccc(F)cc1 (stereo not given) returned UHRF1 MBD2 ctr 2, DDE Tn6 FP inh -8, MBD2 inh -1, SIAE inh -4, KLK7 zymogen act 0.0, TCR CD3 inh -4, Tn7 DDE FP -1, TDP2 inh -14, PRMT1 inh 4 and LEDGF integ inh -7.
COC(=O)c1sc(SC)c(S(=O)(=O)C(C)C)c1N/N=C(\C#N)S(=O)(=O)c1ccccn1 was read as UHRF1 MBD2 ctr 0, DDE Tn6 FP inh 0, MBD2 inh -8, SIAE inh 2, KLK7 zymogen act 2.0, TCR CD3 inh 0, Tn7 DDE FP -11, TDP2 inh -11, PRMT1 inh -6 and LEDGF integ inh 8.
`COc1cc2c(cc1OC)-c1cc(N3CCCc4ccccc43)nc(=O)n1CC2` gave UHRF1 MBD2 ctr 4, DDE Tn6 FP inh 2, MBD2 inh -4, SIAE inh -2, KLK7 zymogen act 2.4, TCR CD3 inh -6, Tn7 DDE FP 1, TDP2 inh 1, PRMT1 inh -1 and LEDGF integ inh 2.
Screening Cc1sc2ncn(CC(=O)NCCCN3CC(C)CC(C)C3)c(=O)c2c1S(=O)(=O)N1CC(C)CC(C)C1 (stereo not given) returned UHRF1 MBD2 ctr -1, DDE Tn6 FP inh 9, MBD2 inh 1, SIAE inh 0, KLK7 zymogen act 0.0, TCR CD3 inh -1, Tn7 DDE FP 2, TDP2 inh -2, PRMT1 inh -2 and LEDGF integ inh 1.

Two compounds picked at random from the list so far:
Screening COc1cc(C2C=C(Nc3ccccc3)C(=O)N2c2ccccc2)ccc1O (stereo not given) returned UHRF1 MBD2 ctr -2, DDE Tn6 FP inh -3, MBD2 inh 0, SIAE inh 4, KLK7 zymogen act -2.7, TCR CD3 inh -3, Tn7 DDE FP 5, TDP2 inh 2, PRMT1 inh 15 and LEDGF integ inh 4.
`COc1cc2c(cc1OC)-c1cc(N3CCCc4ccccc43)nc(=O)n1CC2` gave UHRF1 MBD2 ctr 4, DDE Tn6 FP inh 2, MBD2 inh -4, SIAE inh -2, KLK7 zymogen act 2.4, TCR CD3 inh -6, Tn7 DDE FP 1, TDP2 inh 1, PRMT1 inh -1 and LEDGF integ inh 2.

Bioassay records deposited in PubChem by The Scripps Research Institute Molecular Screening Center.
